mABHD4 FP = inhibitors of mouse ABHD4 | 370,000 tested, 0.54% active | inhibition, % at 8.92 µM | purified mABHD4, FP-Rh probe fluorescence polarization | Q8VD66;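 active = inhibition exceeding the mean over every tested compound plus 3 SD, cut at about 30% in these data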;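 note: 0% = plate median of compound wells and 100% = S159A mutant with DMSO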
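System: mouse ABHD4 enzyme, wild type / Medium: HEPES pH 7.0, NaCl, Pluronic buffer / Reagent: FP-Rh activity-based fluorescent probe / Control set: S159A mutant high control, sample median low control / Detection: fluorescence polarization with parallel and perpendicular emission, 525/598 nm / Schedule: 45 min + 60 min at 25 °C / Compound dosing: 8.92 µM, single dose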
SIAE inh = blocks human sialic acid acetylesterase. Q9HAT2. SIAE FP-Rh probe binding, fluorescence polarization. inhibition, % at 9.66 µM. 370,000 tested, 0.69% active. AID 1053197;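 active = inhibition above a cutoff: mean of compounds within the control limits plus 3 SD of those, cut at about 17% in these data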;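 note: 0% = plate median of compound wells and 100% = probe without SIAE protein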
PRMT1 inh = PRMT1 (human) inhibition, primary screen; Q99873; recombinant PRMT1, activity-based probe fluorescence polarization; inhibition, % at 2.79 µM; 370,000 tested, 1.3% active;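 active = inhibition above about 21% made by adding two undisclosed values, limit read from the data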
UHRF1 MBD2 ctr = blocks human UHRF1 binding to methylated DNA | UHRF1 binding to methylated oligo, TR-FRET | AID 687016 | inhibition, % at 4.4 µM | Q96T88 | 370,000 tested, 0.75% active; in the data active = inhibition above about 21%;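 note: UHRF1 SRA domain binding a hemimethylated CpG hairpin DNA probe; 0% = median of test compound wells and 100% = reference inhibitor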
HTRA1 inh = blocks human HTRA1 serine peptidase | Q92743 | inhibition, % at 5.96 µM | recombinant HTRA1, FP-rhodamine activity-based probe, fluorescence polarization | 340,000 tested, 0.5% active; in the data active = inhibition above about 36%;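 note: 0% = enzyme with DMSO and 100% = wells lacking enzyme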
TCR CD3 inh = human TCR-CD3 binding inhibition. TAMRA-labeled TCR probe fluorescence, biochemical. AID 651800. inhibition, % at 9.4 µM. 360,000 tested, 0.37% active; in the data active = inhibition above about 19%;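 note: recombinant mutant TCR 2C K166C tagged with TAMRA read by polarization; 0% = receptor in buffer alone and 100% = receptor with positive control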
LEDGF integ inh = blocks HIV-1 LEDGF/p75-dependent DNA integration; TR-FRET IN-LEDGF/p75 DNA integration, Eu/Cy5; inhibition, % at 3.7 µM; 370,000 tested, 0.64% active;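 active = inhibition above the screen-wide mean plus 3 SD, cut at about 13% in these data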;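 note: signal is the Cy5 over europium emission ratio at 671 and 618 nm; 0% = plate median of compound wells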
TDP2 absorb = TDP2 (human) inhibition, absorbance primary screen | 370,000 tested, 0.34% active | recombinant TDP2, T5PNP hydrolysis, p-nitrophenol absorbance 415 nm | inhibition, % at 12.8 µM;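 active = inhibition above the mean of all tested compounds plus 3 SD, set per campaign, cut at about 25% in these data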;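 note: 0% = DMSO with enzyme and 100% = buffer with substrate but no TDP2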
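System – recombinant human TDP2 · Quantity – TDP2 enzyme at 120 nM final · Doses – single concentration, 12.8 µM nominal, with 1% DMSO · Incubation – 2 h at 37 °C · Measured by – epi absorbance of p-nitrophenol freed from T5PNP by hydrolysis · Read-out – % inhibition relative to enzyme-containing and enzyme-free wells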
PG9 Ab binder = PG9 antibody binding by small molecule; TR-FRET gp120-PG9 antibody binding; 360,000 tested, 0.43% active; inhibition, % at 6.7 µM; AID 624416; in the data active = inhibition above about 8.5%
DDE Tn7 FP inh = disrupts Tn7 cyclic peptide binding to fibrin D-Dimer-E complex | FP displacement of FITC-Tn7 peptide from fibrin DD(E); 0% = median of compound wells per plate | inhibition, % at 8.3 µM | P02675 | AID 720508 | 370,000 tested, 0.13% active;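 active = inhibition above the mean of compounds falling within the control limits plus 3 SD of them, cut at about 14% in these data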;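 note: 0% = plate median of compound wells and 100% = 10 µM Aha-Tn7 peptide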
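Test system: human clot-derived fibrin DD(E) complex / Quantity: 2 µM final DD(E) protein / Incubation: 10 min plus 3 h, room temperature / Measured by: fluorescence polarization / Benchmarks: high control of 10 µM Aha-Tn7 peptide / Replicates: singlicate testing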
Active calls of the source: *; / = no result given.

Values in the order – PG9 Ab binder	SIAE inh	TDP2 absorb	mABHD4 FP	DDE Tn7 FP inh	UHRF1 MBD2 ctr	PRMT1 inh	TCR CD3 inh	LEDGF integ inh	HTRA1 inh
1: Cc1cc(C)c2nc(-c3ccccn3)cc(C(=O)Nc3ccc(S(=O)(=O)Nc4cc(C)on4)cc3)c2c1
    2.2	-5	-8	-14	4	-1	1	-2	-1	-95
2: c1ccc(N2CCN(c3ccccc3)C2c2ccncc2)cc1
    -3.2	0	-8	1	-4	4	0	-2	0	2
3: COC(=O)c1c(C(=O)OC)c(-c2cccc(F)c2)n2c1CS(=O)C2 (stereo not given)
    -2.2	0	-10	-4	-7	2	-4	2	2	1
4: O=C(CS(=O)(=O)c1cn(Cc2ccc(Cl)cc2)c2ccccc12)N1CCOCC1
    -0.2	-4	2	0	-1	3	-1	-1	-2	-2
5: Cc1ccc(CC2C(=O)N(CC(=O)O)C(=O)C2C)cc1 (stereo not given)
    0.5	-7	0	2	1	4	-2	2	-3	-2
6: CC(C(=O)Nc1ccccn1)c1ccccc1 (stereo not given)
    0.0	6	10	1	1	-2	-1	9	3	1
7: Nc1cc(Cl)nnc1Cl
    0.1	-1	-3	3	-6	0	4	-2	3	2
8: CC1CC1C(=O)OCC(=O)c1c(N)n(C)c(=O)n(C)c1=O (stereo not given)
    -0.7	1	3	1	-3	1	-1	10	0	5
9: CS(=O)(=O)N1CCc2cc(C(=O)N3CCN(c4ccccc4)CC3)ccc21
    -2.2	5	6	4	1	1	-3	9	1	2
10: NC(=O)c1ccc(SCC(=O)OCC(=O)N2CCCC2=O)c([N+](=O)[O-])c1
    -1.7	-6	-6	-3	4	4	1	-8	2	-4
11: Cc1ccc(C(=O)N2CCN(c3cnn(C)c(=O)c3Cl)CC2)cc1
    1.3	-1	6	2	-1	3	1	-1	1	2
12: Cc1ccc(CCNS(=O)(=O)c2cc3c(cc2C)NC(=O)CO3)cc1
    -3.8	-5	-2	0	6	1	-1	-1	-4	-7
13: CC(C)CC(=O)NCc1ccc(F)cc1
    2.2	6	5	5	-11	2	2	-4	1	2
14: CCOC(=O)c1sc(/N=C/N(C)C)nc1C
    -2.8	1	-1	-8	-2	-3	-4	2	0	-10
15: CC1CCN(C(=O)CCNC(=O)c2ccccc2)CC1
    -2.0	-2	5	-4	-2	-1	0	4	1	2
16: CCc1nnc(SCC(=O)NC2CCCC2)nc1CC
    -2.8	5	3	0	1	-1	2	1	2	-8
17: CCOC(=O)c1ccccc1N/C=C/C(=O)c1cccs1
    -2.2	-4	4	-11	2	4	2	-3	10	-32
18: Cn1c(NCc2cc(Br)ccc2O)nc2ccccc21
    -1.0	4	-1	1	2	0	-2	-2	2	-4
19: Cc1cc(C)c(S(=O)(=O)NCc2cccnc2)cc1C
    -0.1	-1	7	4	-4	-1	2	0	-1	7
20: O=C(NN1C(=O)NC2(CCCCC2)C1=O)c1ccc(-c2ccccc2Cl)o1
    -0.8	1	5	-3	7	-3	-2	0	12	-7
21: CCCNS(=O)(=O)c1ccc(NC(=O)c2ccccn2)cc1
    1.6	-5	-2	-16	6	3	2	-6	-1	-1
22: Cc1nc(N2CCCC2)c2ccsc2n1
    3.3	4	9	4	2	5	-5	-6	2	2
23: CCc1ccc(-c2cc(C(=O)NCc3ccccn3)c3ccccc3n2)cc1
    -0.6	-7	-11	-17	-4	2	1	-6	6	-16
24: Nc1nnc(-c2ccccc2[N+](=O)[O-])o1
    -0.6	-1	-9	2	2	-3	-2	0	-6	3
25: COc1cc(CN2CCN(c3ccccc3F)CC2)c([N+](=O)[O-])cc1OC
    -0.5	2	1	7	-6	-2	2	-4	0	-2
26: CCCNC1=C(N(C(C)=O)c2cccc(F)c2)C(=O)c2ccccc2C1=O
    -2.6	1	26*	7	11	1	-4	0	17*	16
27: CC(/C=N/NC(=O)Cc1cccn1C)=C\c1ccccc1
    -0.6	-12	-8	0	2	-1	3	1	1	-5
28: O=C(CCCN1C(=O)CSc2ncccc21)N1CCN(Cc2ccccc2)CC1
    -2.1	2	8	-1	-2	0	-5	-1	-2	-1
29: Cc1cc(C)nc(Oc2ccc(Br)cc2)n1
    -0.7	2	-6	-2	-9	3	-4	-2	6	-1
30: CCC(=O)Nc1ccccc1C(=O)N1CCN(Cc2ccccc2)CC1
    -1.9	8	-2	5	-1	-2	1	0	2	-3
31: CC1CCCCC1NC(=O)C(=O)NCC1CCCO1 (stereo not given)
    -1.9	-5	-11	-13	-5	4	-1	-5	-1	-3
32: CCOCCCN(C(=O)c1snc(C(N)=O)c1N)C(C(=O)NCCC(C)C)c1ccc(Cl)cc1 (stereo not given)
    -3.1	-2	-8	-3	-1	0	1	12	-2	0
33: O=C(NCCCN1CCCC1=O)Nc1ccc(Cl)cc1Cl
    -0.3	-5	-6	0	3	-1	-1	8	3	-4
34: CCC(C)(C)C(=O)O[C@H]1C[C@@H](C)C=C2C=C[C@H](C)[C@H](CC[C@@H]3C[C@@H](O)CC(=O)O3)[C@H]21
    -2.2	1	-11	-6	1	0	-2	0	1	-5
35: Cc1ccsc1C(=O)NCC(C)(C)N1CCOCC1
    -0.8	-6	1	-3	11	1	1	6	-1	1
36: Cc1ccccc1OCCn1cnc2cc([N+](=O)[O-])ccc2c1=O
    -0.7	-5	9	4	-3	2	3	-4	1	-1
37: COc1ccc(C(=O)Nc2cccc(C)n2)cc1S(=O)(=O)N1CCCc2ccccc21
    0.0	-17	-3	-6	-3	-2	-3	-1	2	-43
38: Cc1nc2ccccc2c(=O)n1/N=C/c1ccc(O)cc1O
    -0.9	-4	-8	-2	7	1	-2	5	-2	2
39: COc1ccc(NC(=O)N(C)C[C@H]2Oc3ccc(NC(=O)Cn4cnnn4)cc3C(=O)N([C@H](C)CO)C[C@@H]2C)cc1
    0.2	11	6	0	3	2	2	-1	2	6
40: Cc1ccc(S(=O)(=O)Nc2c(C)nc3nc[nH]n3c2=O)c(C)c1
    -1.0	7	4	4	-2	-1	-5	1	-1	-1
41: COc1ccc(S(=O)(=O)N(C)C[C@H]2Oc3ncc(-c4ccncc4)cc3C(=O)N([C@@H](C)CO)C[C@@H]2C)cc1
    0.6	-3	-2	-2	1	-2	-3	4	-7	0
42: COCC1CCN(C(=O)c2ccc(OC)c(OC3CCN(C(C)C)CC3)c2)CC1
    -1.6	2	-3	0	1	1	2	-1	-5	6
43: CC(C)c1ncc(S(=O)(=O)c2ccc(C(F)(F)F)cn2)c(N)n1
    -1.3	-4	-11	-3	6	-2	0	5	-2	5
44: O=C(NCCC1CCCCN1S(=O)(=O)c1ccccc1)C(=O)NCc1ccc(F)cc1 (stereo not given)
    -0.8	-2	3	5	-1	-1	-2	14	-1	-10
45: CCCNC(=O)c1ccccc1NS(=O)(=O)c1ccc(OC)c(OC)c1
    0.7	-1	0	-4	-3	-3	-1	14	1	3
46: CCCN1C(=O)c2[nH]nc(-c3ccccc3)c2C1c1ccc(F)cc1 (stereo not given)
    -1.1	-7	1	-13	-1	-1	22*	0	-1	/
47: N#CC1=C(SCC(N)=O)NC(=O)CC1c1ccccc1Cl (stereo not given)
    -1.1	2	5	0	4	2	-2	7	-1	6
48: COc1ccc2cc(C[C@@H]3CC[C@@H](CO)O3)ccc2c1
    0.8	1	5	6	7	-1	1	5	-4	0
49: CC[C@]1(C(=O)OC)[C@H]2C(=O)N(Cc3ccccc3)C(=O)[C@H]2[C@H]2CN=C(SC)N21
    -0.5	12	4	4	-6	-1	4	-1	0	5
50: Cc1nc2ccccn2c1C(=O)CSc1cccc(Cl)c1
    -1.8	-1	-6	-8	-4	1	-1	3	1	-21
51: CN1/C(=C\C(=S)Nc2ccccc2)C(C)(C)c2ccccc21
    -1.7	-19	3	-22	4	0	0	-2	-3	-25
52: NC(=O)N/N=C/c1ccc(OCc2cccc(Cl)c2)cc1
    0.8	-4	11	-5	-4	-3	0	2	4	-4
53: COc1cc(OC)c2ccc(=O)oc2c1C(CCN1CCN(c2ccccc2)CC1)c1ccc(N(C)C)cc1 (stereo not given)
    -3.2	6	8	4	3	-1	-1	4	1	-2
54: Cc1nn(C(C)C(=O)Nc2ccc3c(c2)OCO3)c(C)c1[N+](=O)[O-] (stereo not given)
    0.0	8	0	-1	-2	-1	-1	-1	-1	13
55: CCOc1ccc(OCC)c(S(=O)(=O)NC2CC(C)(C)NC(C)(C)C2)c1
    -3.0	-3	-5	0	-1	4	2	2	-4	-3
56: CCCCN1CC(COCc2ccccc2)Oc2cccc(Oc3ccc(F)cc3)c2S1(=O)=O (stereo not given)
    0.8	-6	-9	-5	-4	-1	1	-6	-2	-15
57: Fc1ccc(-c2[nH]ncc2CN2CCN(c3ccc(F)cc3)CC2)cc1
    -1.2	3	0	3	-10	2	-4	7	5	-3
58: Cc1ccc2cc(NC(=O)c3ccc(C(C)(C)C)cc3)ccc2n1
    -2.3	-27	-15	-4	-4	0	-6	2	2	-43
59: COc1ccc(NC(=O)C2C(c3ccc4c(c3)OCO4)=Nc3ccccc3N2C(=O)c2cccc(C(F)(F)F)c2)cc1 (stereo not given)
    0.3	-13	-3	-23	-3	3	-2	7	1	/
60: O=C1c2ccccc2C(=O)c2c([N+](=O)[O-])ccc(O)c21
    -0.1	0	5	10	3	11	6	-7	-2	36

(next part)
Values in the order – PG9 Ab binder	SIAE inh	TDP2 absorb	mABHD4 FP	DDE Tn7 FP inh	UHRF1 MBD2 ctr	PRMT1 inh	TCR CD3 inh	LEDGF integ inh	HTRA1 inh
61: CN1CCc2c(sc(NC(=O)Cc3ccc(F)cc3)c2C(N)=O)C1
    -2.6	2	-2	13	-7	1	0	2	2	4
62: Cc1ccc(N(CCC(=O)Nc2nnc(C3CC3)s2)S(=O)(=O)c2ccccc2)cc1
    -2.2	-1	-15	-4	5	-1	0	9	-3	/
63: COc1ccc(NC(=O)CS(=O)CC(=O)Nc2cccnc2)cc1 (stereo not given)
    0.8	7	2	-3	6	-1	2	-5	-2	3
64: O=c1onc(-c2ccc(Cl)cc2Cl)n1-c1cccnc1
    -0.7	-2	-15	0	-1	1	1	10	-2	4
65: CN(C)c1ccc(NC(=O)c2cccc([N+](=O)[O-])c2)c2ccccc12
    -2.0	2	10	4	-4	-2	4	-2	-6	2

Whole records from above. Order of screens: PG9 Ab binder, SIAE inh, TDP2 absorb, mABHD4 FP, DDE Tn7 FP inh, UHRF1 MBD2 ctr, PRMT1 inh, TCR CD3 inh, LEDGF integ inh, HTRA1 inh
Record of CN(C)c1ccc(NC(=O)c2cccc([N+](=O)[O-])c2)c2ccccc12 : -2.0, 2, 10, 4, -4, -2, 4, -2, -6, 2
Record of CN1CCc2c(sc(NC(=O)Cc3ccc(F)cc3)c2C(N)=O)C1 : -2.6, 2, -2, 13, -7, 1, 0, 2, 2, 4
Record of COc1ccc(NC(=O)CS(=O)CC(=O)Nc2cccnc2)cc1 (stereo not given) : 0.8, 7, 2, -3, 6, -1, 2, -5, -2, 3
